MPTP inh: permeability transition pore inhibition; isolated mouse mitochondria, Ca2+ swelling absorbance, 30 min; inhibition, % at 10 µM; hit rate 1.4% among 360,000; AID 602449;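 active = inhibition of 50% or more, scaled per plate between neutral and stimulator controls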;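 note: 0% = DMSO wells given calcium and 100% = 1 mM EGTA wells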
HKDC1 inh: inhibitors of human hexokinase HKDC1 | inhibition, % at 20 µM | hit rate 0.16% among 340,000 | recombinant HKDC1, G6PDH/diaphorase resazurin coupled fluorescence | Q2TB90;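 active = inhibition above about 35% when tested at 20 µM, limit read from the data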;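 note: plate controls were DMSO wells with enzyme for no effect and DMSO wells lacking enzyme for full effect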
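Test system: recombinant HKDC1 (HK5) hexokinase enzyme, produced in-house / Doses: 20 µM test compound, 1% DMSO / Timing: 90 min, room temperature / Detection: G6PDH/diaphorase-coupled fluorescence, 1 mM NADP, 100 µM resazurin, 525/613 nm / Control set: DMSO wells with and without enzyme mix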
PfG6PD inh: PfG6PD (Plasmodium falciparum) enzyme inhibition; PfGluPho enzyme, NADPH resazurin-diaphorase fluorescence; AID 504690; hit rate 0.78% among 350,000; inhibition, % at 20 µM;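 active = inhibition reaching at least a set limit at 20 µM in the primary screen, cut at about 59% in these data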;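 note: 0% = DMSO wells with substrate and 100% = DMSO wells lacking glucose-6-phosphate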
ATG4B inhibitor: ATG4B (human) cysteine protease inhibition; Q9Y4P1; ATG4B cleavage of LC3-PLA2, NBD-HPC fluorescence, 1 h; inhibition, % at 8.33 µM; hit rate 0.51% among 340,000; AID 504462; in the data active = inhibition above about 40%
NR3A LBD binder: modulates the human NR3A ligand-binding domain. Tm shift relative to glycine control, % at 25 µM. NR3A LBD differential scanning fluorimetry, Tm shift; 0% = protein alone, 100% = glycine-bound protein. hit rate 2.5% among 340,000;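 active = melting temperature shift of at least 10% of the positive control shift, at one fixed dose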
SENP8 block: inhibitors of human SENP8 protease | AID 602440 | hit rate 0.64% among 360,000 | inhibition, % at 20 µM | recombinant SENP8, Nedd8 substrate fluorescence | Q96LD8; in the data active = inhibition mostly above about 40%, no sharp cut-off; inactive = mostly below about 27%
Target sequence (Q96LD8 whole entry, looked up): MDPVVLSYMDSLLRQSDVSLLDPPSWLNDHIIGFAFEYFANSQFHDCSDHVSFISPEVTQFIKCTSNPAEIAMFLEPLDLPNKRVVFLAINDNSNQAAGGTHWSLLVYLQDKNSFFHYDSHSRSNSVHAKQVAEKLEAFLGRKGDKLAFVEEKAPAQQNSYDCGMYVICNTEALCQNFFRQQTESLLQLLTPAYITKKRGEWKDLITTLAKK
SENP7 inh: blocks the human protease SENP7 | inhibition, % at 5 µM | AID 434973 | hit rate 1.5% among 330,000 | recombinant SENP7, Z-RLRGG-aminoluciferin luminescence, 40 min;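 active = inhibition above about 50% at the single test dose, limit read from the data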;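 note: plate controls were DMSO with enzyme for no effect and no enzyme buffer wells for full effect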
Target sequence (Q9BQF6 706-1050 limits assumed): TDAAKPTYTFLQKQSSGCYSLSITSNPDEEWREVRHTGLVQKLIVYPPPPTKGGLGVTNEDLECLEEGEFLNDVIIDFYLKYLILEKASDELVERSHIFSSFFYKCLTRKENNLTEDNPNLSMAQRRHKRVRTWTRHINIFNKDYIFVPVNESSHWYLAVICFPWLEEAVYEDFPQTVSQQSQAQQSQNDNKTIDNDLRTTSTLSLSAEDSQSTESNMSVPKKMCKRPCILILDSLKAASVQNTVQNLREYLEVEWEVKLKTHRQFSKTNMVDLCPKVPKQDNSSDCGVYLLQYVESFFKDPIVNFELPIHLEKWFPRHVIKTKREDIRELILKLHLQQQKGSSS
SENP6 block: inhibitors of human SENP6 protease; Q9GZR1; Recombinant SENP6 catalytic domain, aminoluciferin luminescence; inhibition, % at 10 µM; hit rate 1.8% among 330,000; AID 2599;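 active = inhibition above about 50% at the single tested dose, limit read from the data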;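 note: plate controls were DMSO wells with enzyme for no effect and DMSO wells lacking enzyme for full effect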
Target sequence (Q9GZR1 628-1112 limits assumed): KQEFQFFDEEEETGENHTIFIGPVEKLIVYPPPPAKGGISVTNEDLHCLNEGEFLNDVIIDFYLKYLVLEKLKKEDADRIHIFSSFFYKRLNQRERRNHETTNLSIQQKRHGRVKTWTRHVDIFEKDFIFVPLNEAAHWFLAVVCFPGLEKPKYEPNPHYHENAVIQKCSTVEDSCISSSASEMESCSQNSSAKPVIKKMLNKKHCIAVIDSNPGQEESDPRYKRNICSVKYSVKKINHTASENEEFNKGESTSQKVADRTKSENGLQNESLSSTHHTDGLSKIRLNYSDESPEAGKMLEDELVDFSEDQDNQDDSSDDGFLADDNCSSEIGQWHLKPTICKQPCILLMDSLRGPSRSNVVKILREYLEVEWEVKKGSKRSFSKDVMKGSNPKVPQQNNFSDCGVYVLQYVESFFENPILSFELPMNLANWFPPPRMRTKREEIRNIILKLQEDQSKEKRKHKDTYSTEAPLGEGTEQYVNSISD
* = called active by the depositor; · = not tested or not shown. Rows are unselected, and some 6.9% of all compounds hit somewhere here.

Each structure is followed by: MPTP inh	HKDC1 inh	PfG6PD inh	ATG4B inhibitor	NR3A LBD binder	SENP8 block	SENP7 inh	SENP6 block
- CCS(=O)(=O)N1Cc2ccccc2CC1C(=O)Nc1nnc(SCc2c(Cl)cccc2Cl)s1 (configuration not stated)
→ 8.0	12.5	2.1	73.8*	5.6	-16.1	-7.6	1.0
- Cc1cccc(NC(=O)c2ccc3c(c2)OCCO3)c1C
→ -0.4	3.0	8.8	-3.1	-0.4	7.1	16.3	8.3
- COc1cc(NS(=O)(=O)c2ccccc2)ccc1-n1nc(C)cc1C
→ 3.0	-4.7	-0.8	2.4	-0.6	11.8	-9.0	-2.2
- Cc1ccc(O)c(-c2cc(C(=O)Nc3ccc(S(=O)(=O)Nc4nccc(C)n4)cc3)[nH]n2)c1
→ 5.2	0.3	4.1	1.7	29.5*	14.9	9.8	3.8
- CN1CCN(C2Cc3ccccc3Sc3cc(C(F)(F)F)ccc32)CC1 (configuration not stated)
→ ·	1.6	10.0	6.1	1.2	·	-2.9	-65.1
- Cc1cccc(CCNS(=O)(=O)c2ccc3c(c2)n(C)c(=O)c(=O)n3C)c1
→ 2.5	2.1	-0.7	-3.9	-0.6	-139.1	1.9	-21.9
- CCC(C)NC(=O)c1cc(C)no1 (configuration not stated)
→ -0.6	-4.1	-13.7	-7.9	0.9	6.1	0.4	14.4
- Cc1cc(C)cc(NC(=O)C2CCN(c3nc(C)cc(C)n3)CC2)c1
→ 1.0	-4.7	-10.5	-2.2	-0.7	-10.5	11.0	-12.7
- CCOC(=O)Sc1nc2ncncc2[nH]1
→ -0.1	-9.0	12.0	3.5	0.5	8.1	·	·
- C=CCSc1nc2c(cc1C#N)CCC2
→ 1.4	-7.5	-2.8	1.6	0.0	-2.3	7.5	-6.5
- Cc1ccc(S(=O)(=O)CC(=O)c2ccccc2[N+](=O)[O-])cc1
→ -0.6	-3.0	12.6	-1.9	1.6	4.9	-5.3	6.7
- CC(C)(C)OC(=O)N[C@H](C(=O)OC(C)(C)C)c1ccc2ccccc2c1
→ 6.3	0.7	4.1	7.3	-1.5	8.3	-0.6	-1.9
- Cc1cc(NC(=O)CN2CCN(c3ccc(O)cc3)CC2)no1
→ -2.0	-0.6	68.0*	-6.9	0.7	14.1	-6.8	-1.4
- CCOC(=O)c1c(NC(=O)C(=O)N/N=C/c2ccccc2OC)sc2c1CCCCC2
→ 48.0	-11.0	7.2	3.2	-2.2	-151.8	5.9	11.8
- COc1ccc(CCNC(=O)CCCn2nc(C)n3ccnc3c2=O)cc1OC
→ 0.8	-3.1	-13.7	-9.7	1.1	9.5	2.6	9.1
- COc1cc(OC)c(N2CC(C(=O)NCCC3=CCCCC3)CC2=O)cc1Cl (configuration not stated)
→ -0.5	-3.3	1.0	-5.5	1.1	11.7	0.1	-24.0
- COCCNc1ncnc2c1cnn2-c1ccc(Cl)cc1
→ -0.2	-1.8	4.6	-6.0	0.3	16.6	-7.8	-17.1
- COc1ccc2c(c1)CCCC2NS(=O)(=O)OCC(Cl)(Cl)Cl (configuration not stated)
→ 2.6	5.6	-2.5	2.2	-31.5	-5.3	1.0	-12.5
- O=C(CN1CCN(Cc2ccc(Cl)cc2)C1=O)NCCCN1CCOCC1
→ -0.8	-4.5	8.6	-10.7	-2.7	9.5	8.2	-7.1
- Cc1ccc(NC(=S)N2CCN(c3ccccn3)CC2)cc1C
→ -0.5	1.3	16.1	-4.8	-2.0	9.4	4.0	6.9
- CN1CCN(S(=O)(=O)c2ccc(N(C)Cc3cccs3)nc2)CC1
→ -0.5	-6.3	-13.4	4.1	1.9	-17.5	-12.5	-1.7
- N=C(N)N1CCc2ccccc21
→ 0.7	-2.3	-9.1	-1.8	1.4	18.6	-1.4	-0.9
- Nc1ccc(S(=O)(=O)Nc2nccc(/C=C/c3ccccc3F)n2)cc1
→ -0.6	-9.1	-2.0	5.2	-0.2	-3.0	4.9	7.9
- C/C(=N\NC(=O)c1cc2ccccc2cc1O)c1cc2ccccc2o1
→ 97.5*	-1.8	11.1	0.6	5.4	-131.8	-8.6	10.5
- Cc1cccc(C)c1NC(=S)N1CCOCC1
→ 0.0	-6.1	0.9	-0.1	0.9	12.1	0.9	-9.5
- O=C(c1cc(O)c(O)c([N+](=O)[O-])c1)c1ccccc1F
→ 0.2	-5.6	-21.7	17.2	-15.7	39.3*	-5.2	-4.2
- N=c1c[n+](-c2ccc(Cl)cc2)[n-]o1
→ 0.0	-6.4	1.9	0.5	0.0	8.3	3.0	6.7
- COc1ccc(OC)c(C(=O)NC(CC(N)=O)c2ccc(NCCN3CCCCC3)c([N+](=O)[O-])c2)c1 (configuration not stated)
→ -0.2	0.7	-6.9	-0.2	-2.9	-19.5	2.6	-7.3
- CN(C)c1cccc(NC(=O)Cc2ccc(F)cc2)c1
→ 1.7	-8.2	8.8	-2.9	-28.2	-16.9	-6.9	-27.1
- COC(=O)c1ccc(NC(=O)C23CC4CC(C2)CC(n2cncn2)(C4)C3)cc1
→ -1.1	-3.5	11.0	-9.3	0.8	18.8	5.7	4.2

Quoted at random: 3 records from the list
Each structure is followed by: MPTP inh	HKDC1 inh	PfG6PD inh	ATG4B inhibitor	NR3A LBD binder	SENP8 block	SENP7 inh	SENP6 block
- Cc1ccc(NC(=S)N2CCN(c3ccccn3)CC2)cc1C
→ -0.5	1.3	16.1	-4.8	-2.0	9.4	4.0	6.9
- Nc1ccc(S(=O)(=O)Nc2nccc(/C=C/c3ccccc3F)n2)cc1
→ -0.6	-9.1	-2.0	5.2	-0.2	-3.0	4.9	7.9
- COc1cc(OC)c(N2CC(C(=O)NCCC3=CCCCC3)CC2=O)cc1Cl (configuration not stated)
→ -0.5	-3.3	1.0	-5.5	1.1	11.7	0.1	-24.0

(more compounds)
Abbreviations – A = MPTP inh; B = HKDC1 inh; C = PfG6PD inh; D = ATG4B inhibitor; E = NR3A LBD binder; F = SENP8 block; G = SENP7 inh; H = SENP6 block
molecule: O=C(CN1C(=O)NC2(CCCC2)C1=O)NCc1ccc(F)cc1
  A: -0.1; B: -3.4; C: -4.1; D: -8.7; E: -0.3; F: -11.2; G: -2.9; H: 6.7
molecule: CC(=O)OC(C)C(=O)NS(=O)(=O)c1ccc(C)cc1 (configuration not stated)
  A: 0.1; B: -3.0; C: -9.9; D: 0.6; E: 0.3; F: 25.4; G: -2.7; H: -4.9
molecule: CCN(CC)C(=O)/C=C/c1ccccc1
  A: -0.9; B: -3.3; C: 3.1; D: -4.1; E: 0.6; F: 2.6; G: 6.0; H: 0.1
molecule: O=C(Nc1ccc(OC(F)(F)F)cc1)c1cccc(-n2cnnn2)c1
  A: -0.2; B: 3.3; C: 9.8; D: -1.5; E: 2.6; F: -6.0; G: -7.7; H: -16.9
molecule: CC(C)(C)c1ccc(-n2ncc3c2CCCC3NC(=O)CN2CCOC2=O)cc1 (configuration not stated)
  A: 1.4; B: 0.6; C: -1.8; D: -2.9; E: -5.3; F: 5.3; G: -0.6; H: -9.8
molecule: COCCCNC(=O)c1ccc2nc(Cc3ccc(OC)cc3)oc2c1
  A: 0.3; B: -4.1; C: 5.5; D: -3.8; E: 0.0; F: 17.4; G: 2.5; H: -11.9
molecule: O=C(Nc1ccc(OC(F)F)cc1)c1cc(S(=O)(=O)N2CCOCC2)ccc1F
  A: -2.4; B: -4.0; C: 5.5; D: -8.2; E: 0.2; F: 3.6; G: -3.0; H: 4.8
molecule: CN1C(=O)[C@H]2[C@@H](/C=C/c3ccccc3)N3C(=O)CN(Cc4ccccn4)C(=O)[C@@]3(C)[C@H]2C1=O
  A: 0.9; B: -5.1; C: -6.9; D: 2.7; E: -1.0; F: 9.2; G: 9.1; H: -10.0
molecule: Cc1noc(NS(=O)(=O)c2ccc(NC(=O)c3cc(F)c(F)c(F)c3F)cc2)c1C
  A: 0.1; B: 1.3; C: -19.0; D: 7.1; E: 91.8*; F: 17.1; G: -10.0; H: -4.4
molecule: CC(=O)Nc1nc2c(s1)CCc1ccccc1-2
  A: -0.3; B: 1.1; C: 4.2; D: 4.2; E: 0.7; F: -4.2; G: 3.3; H: 13.1
molecule: CCN(CC)CCNC(=O)c1ccc(NC(=O)c2cc(-c3ccncc3)nc3ccccc23)cc1
  A: -1.5; B: -5.6; C: -1.0; D: 1.3; E: -0.4; F: 21.6; G: 3.1; H: 9.4
molecule: O=C(O)c1ccc(NS(=O)(=O)c2ccc3c(c2)C(=O)c2ccccc2C3=O)cc1
  A: -1.0; B: 19.2; C: -39.0; D: 17.1; E: 1.1; F: 22.5; G: -2.9; H: 5.7
molecule: CCOc1ccccc1NC(=O)CN1CCN(C(=O)C2CCCO2)CC1 (configuration not stated)
  A: -0.2; B: 0.3; C: -11.9; D: 0.8; E: -2.0; F: 18.7; G: 1.3; H: -27.2
molecule: CCS(=O)(=O)n1nc(-c2ccc(Cl)cc2)nc1SCc1ccccc1
  A: ·; B: 1.6; C: 37.5; D: 5.1; E: -0.1; F: ·; G: -0.6; H: 5.3
molecule: COC(=O)c1cc2ccsc2n1CC(=O)Nc1cc(Cl)ccc1OC
  A: -0.7; B: -1.0; C: -15.6; D: -1.5; E: -3.8; F: 0.6; G: -9.8; H: -15.4

Molecules above that contain an aryl thioether with sulfur outside any ring (3):
Abbreviations – A = MPTP inh; B = HKDC1 inh; C = PfG6PD inh; D = ATG4B inhibitor; E = NR3A LBD binder; F = SENP8 block; G = SENP7 inh; H = SENP6 block
molecule: CCS(=O)(=O)N1Cc2ccccc2CC1C(=O)Nc1nnc(SCc2c(Cl)cccc2Cl)s1 (configuration not stated)
  A: 8.0; B: 12.5; C: 2.1; D: 73.8*; E: 5.6; F: -16.1; G: -7.6; H: 1.0
molecule: C=CCSc1nc2c(cc1C#N)CCC2
  A: 1.4; B: -7.5; C: -2.8; D: 1.6; E: 0.0; F: -2.3; G: 7.5; H: -6.5
molecule: CCS(=O)(=O)n1nc(-c2ccc(Cl)cc2)nc1SCc1ccccc1
  A: ·; B: 1.6; C: 37.5; D: 5.1; E: -0.1; F: ·; G: -0.6; H: 5.3

One compound at a time, from the list above:
Shown for O=C(Nc1ccc(OC(F)F)cc1)c1cc(S(=O)(=O)N2CCOCC2)ccc1F → MPTP inh = -2.4; HKDC1 inh = -4.0; PfG6PD inh = 5.5; ATG4B inhibitor = -8.2; NR3A LBD binder = 0.2; SENP8 block = 3.6; SENP7 inh = -3.0; SENP6 block = 4.8
Shown for COC(=O)c1cc2ccsc2n1CC(=O)Nc1cc(Cl)ccc1OC → MPTP inh = -0.7; HKDC1 inh = -1.0; PfG6PD inh = -15.6; ATG4B inhibitor = -1.5; NR3A LBD binder = -3.8; SENP8 block = 0.6; SENP7 inh = -9.8; SENP6 block = -15.4

(cont.)
Abbreviations – A = MPTP inh; B = HKDC1 inh; C = PfG6PD inh; D = ATG4B inhibitor; E = NR3A LBD binder; F = SENP8 block; G = SENP7 inh; H = SENP6 block
molecule: COc1ccccc1C(=O)Nc1nnc(SCC(=O)Nc2ccc3c(c2)oc2ccccc23)s1
  A: -3.6; B: 0.4; C: 4.1; D: -12.0; E: -3.9; F: -94.6; G: 73.9*; H: 34.1
molecule: COc1ccc(-c2cc(C(=O)N/N=C(\C)c3ccco3)c3ccccc3n2)c(OC)c1
  A: 0.5; B: -3.6; C: 7.6; D: -17.8; E: -0.9; F: -411.0; G: -10.2; H: -19.9
molecule: CC[C@]12c3[nH]c4ccc(OC)cc4c3CCN1C(=O)C(CC(=O)NCCCn1ccnc1)C[C@@H]2C(=O)N1CCN(C(=O)c2ccco2)CC1 (some centres not stated)
  A: -0.1; B: -5.1; C: 4.9; D: ·; E: -0.1; F: 10.9; G: 2.6; H: ·
molecule: O=C(CNc1cc(S(=O)(=O)N2CCOCC2)ccc1N1CCOCC1)Nc1cccc(C(F)(F)F)c1
  A: -0.4; B: -9.7; C: -8.3; D: 3.2; E: -18.7; F: -35.3; G: 1.9; H: -6.0
molecule: N#Cc1nc(COc2ccccc2F)oc1N1CCCCCC1
  A: -0.9; B: 2.4; C: -1.7; D: 10.4; E: 1.7; F: 21.0; G: 4.5; H: -1.1
molecule: Cc1cccc(-c2cc3nc(-c4ccccc4)cc(=O)n3[nH]2)c1
  A: 1.3; B: 11.8; C: -38.4; D: 4.9; E: -1.0; F: -292.4; G: 50.6*; H: 89.4*
